Assay outcomes: PubChem, several laboratories
hiPSC survival: hiPSC single-cell survival enhancement | ATPlite luminescence; 100% = ROCK inhibitor wells, 0% = DMSO | survival enhancement, % at 20 µM | 360,000 compounds, 0.044% hits | AID 602274; in the data active = survival enhancement above about 18%;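 also: cells exposed to compounds for 16 hours before the ATP read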
Glyco luc inh: N-linked glycosylation inhibition | D54 ERlucT glycosylation luciferase reporter, 24 h; percent of 100 nM tunicamycin response | reporter increase, % at 12.5 µM | 360,000 compounds, 0.23% hits;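 active = mean luciferase reporter signal, scaled so untreated is 0 and the glycosylation-blocking control 100, at or above a set limit in every replicate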;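 also: luciferase carries N-glycosylation sites so blocking glycosylation raises the light; 0% = median of neutral control wells and 100% = median of 100 nM tunicamycin wells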
Exocytosis inh: lytic granule exocytosis inhibition; 360,000 compounds, 0.66% hits; inhibition, % at 10 µM; AID 651702; TALL-104 LAMP-1 surface exposure, flow cytometry; cells stimulated with thapsigargin and PMA;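 active = inhibition above about 55%, limit read from the data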
PDI inh: PDI (human) enzyme inhibition; PDI insulin aggregation turbidity, A650, 90 min; inhibition, % at 10 µM; 350,000 compounds, 0.052% hits; AID 588391;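 active = mean inhibition across replicates of 30% or more, whatever share of single replicates reach that level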;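 also: absorbance from insulin aggregation driven by PDI reduction with DTT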
Target sequence (P07237 whole entry, looked up): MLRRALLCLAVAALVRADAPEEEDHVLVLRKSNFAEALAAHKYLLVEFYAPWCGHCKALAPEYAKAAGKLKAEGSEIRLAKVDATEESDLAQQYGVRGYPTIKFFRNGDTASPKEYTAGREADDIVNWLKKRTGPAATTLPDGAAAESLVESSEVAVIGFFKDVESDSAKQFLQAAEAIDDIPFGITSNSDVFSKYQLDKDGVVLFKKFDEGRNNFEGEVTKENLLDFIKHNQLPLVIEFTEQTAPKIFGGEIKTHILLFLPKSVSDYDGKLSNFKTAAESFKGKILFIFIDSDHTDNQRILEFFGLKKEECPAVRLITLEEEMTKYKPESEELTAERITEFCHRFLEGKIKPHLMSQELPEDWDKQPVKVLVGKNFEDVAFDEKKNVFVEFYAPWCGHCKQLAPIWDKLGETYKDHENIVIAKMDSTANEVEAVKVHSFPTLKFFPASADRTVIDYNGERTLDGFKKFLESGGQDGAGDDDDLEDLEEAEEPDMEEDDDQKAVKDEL
Cardio protect: protects H9c2 cardiomyocytes from peroxide injury. H2O2 injury protection, ATPLite, 2 h. protection from H2O2 cell death, % at 20 µM. 360,000 compounds, 0.63% hits;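 active = compounds giving at least 50% protection of heart cells from peroxide-induced death in the single-dose screen, raw or plate-pattern-corrected value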;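 also: 0% = DMSO wells with peroxide and 100% = DMSO wells without peroxide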
ABCB6 inh MLPCN: inhibitors of human ABC transporter ABCB6. Q9NP58. K562-ABCB6 porphyrin accumulation, flow cytometry, 1 h; stronger effect = lower value. fluorescence ratio to DMSO, % at 10 µM. 360,000 compounds, 0.19% hits;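 active = fluorescence ratio to DMSO below 75%, the collection mean minus 3 SD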;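 also: signal is porphyrin accumulated inside mitochondria; 100% equals median channel fluorescence of DMSO control wells; lower ratio means ABCB6 inhibition with less porphyrin fluorescence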
HTR2A ag: agonists of mouse serotonin 5-HT2A receptor (HTR2A); CHO-K1 mHTR2A beta-arrestin complementation, luminescence; percent of 30 µM serotonin response; activation, % at 7.6 µM; 360,000 compounds, 0.66% hits; AID 624169;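 active = activation above a run cutoff, the mean activation of all tested compounds plus 3 SD, cut at about 14% in these data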;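 also: 0% = plate median of compound wells and 100% = 30 µM serotonin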
Target sequence (P35363 whole entry, looked up): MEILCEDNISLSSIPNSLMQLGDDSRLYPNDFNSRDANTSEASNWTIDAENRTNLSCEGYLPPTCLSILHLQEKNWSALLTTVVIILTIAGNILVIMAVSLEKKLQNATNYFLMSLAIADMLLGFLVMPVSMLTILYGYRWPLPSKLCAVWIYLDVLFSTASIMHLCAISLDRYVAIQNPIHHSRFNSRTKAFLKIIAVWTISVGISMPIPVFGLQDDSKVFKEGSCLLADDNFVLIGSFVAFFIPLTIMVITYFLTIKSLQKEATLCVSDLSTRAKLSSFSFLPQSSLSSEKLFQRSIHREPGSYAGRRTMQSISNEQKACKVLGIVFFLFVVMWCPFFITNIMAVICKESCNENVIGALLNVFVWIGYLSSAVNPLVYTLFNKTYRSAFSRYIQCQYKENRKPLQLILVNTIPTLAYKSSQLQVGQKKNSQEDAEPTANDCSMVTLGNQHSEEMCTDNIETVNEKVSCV
aDG glyco up: increases alpha dystroglycan glycosylation; Pro5-aDG cells, alpha-DG glycosylation AlphaScreen (IIH6); 0% Pro5, 100% B10-LARGE cell signal; activation, % at 10 µM; 360,000 compounds, 0.22% hits; AID 624168;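 active = activation of at least 8% versus controls, or a plate z-score of at least 8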;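 also: Pro5 are CHO cells carrying HIG-tagged alpha-DG that lacks glycosylation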
Vif imaging: HIV Vif inhibition; HEK293T cells, Vif self-association by quenched fluorescence, imaging, 24 h; inhibition, % at 7.49 µM; 340,000 compounds, 0.35% hits; in the data active = inhibition above about 50%, passing the limit was not always enough; also: some results filed as inactive read as strong as hits
CaV13 FRET inh: Primary screen for inhibitors of IQ motif and Ca2+-dependent inactivation inhibitor domain binding in CACNA1D, Förster resonance energy transfer in living cells, … | 340,000 compounds, 0.098% hits | inhibition, % at 12.3 µM | HEK cells, CFP/YFP FRET ICDI-IQ, plate reader, 10 min; percent FRET-ratio fall versus neutral wells;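 active = mean replicate inhibition of at least 30% and at least 1% of replicates passing that level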;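 also: 0% = median of the neutral control wells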
* hit, by the source's call; / = not tested or not shown.

SMILES	hiPSC survival	Glyco luc inh	Exocytosis inh	PDI inh	Cardio protect	ABCB6 inh MLPCN	HTR2A ag	aDG glyco up	Vif imaging	CaV13 FRET inh
Cc1cc2occ(CC(=O)NC3CCCc4ccccc43)c2cc1C (centres undefined)	0.6	-2	-2	18	-1	109	1	1.1	5	-12
O=C(NCc1ccccc1Cl)c1ccc2c(=O)n(CC3CCCO3)c(=S)[nH]c2c1 (centres undefined)	-0.4	-1	18	-1	-4	96	-3	0.4	-7	-2
O=C(Cn1cc(C(=O)C(F)(F)F)c2ccccc21)Nc1ccccc1F	-0.6	-4	-3	15	-4	95	6	0.1	6	-1
O=c1c(Cc2ccc(F)cc2)c(O)ccn1Cc1ccc(Cl)cc1Cl	4.4	-1	0	5	-10	87	6	0.2	-5	-1
CC1(C)CC(=O)CC2(C1)NCC(c1ccccc1)c1c2[nH]c2ccccc12 (centres undefined)	0.1	0	1	8	5	98	1	0.6	-8	7
COc1ccc(C(O)c2nccn2C)cc1 (centres undefined)	-3.1	1	1	3	1	87	2	0.0	-1	-5
Nc1cccnc1Oc1ccc(F)cc1	-0.6	2	-1	-6	5	100	-4	-0.1	-9	6
Cc1ccc(Cn2nnc(C(=O)Nc3cc(C)ccc3C)c2N)cc1	0.3	-1	-4	-2	-7	85	-2	0.1	-3	-3
Cc1ccc2nc(C)cc(C(=O)OCC(=O)Nc3cccnc3Cl)c2c1	-0.2	2	-3	-6	3	75	-2	0.1	-8	-6
Cc1ccc(-n2nnnc2SCC(=O)NC2CC2)cc1C	-0.3	0	-1	-4	0	97	2	1.0	20	-3
CC(C)(C)CNC(=O)C1(C)CCN1C(=O)Cc1ccc(-c2ccccc2)cc1 (centres undefined)	-2.2	0	10	16	-9	99	-5	1.3	-22	-5
COc1ccc(/C=C/C(=O)O)cc1S(=O)(=O)N1CCc2ccccc21	2.2	0	-3	0	14	93	1	0.1	-3	-4
CCCc1cc(=O)[nH]c2nnc(SCC(=O)Nc3nccs3)n12	-0.4	1	-5	-5	1	99	8	0.1	16	/
COc1ccccc1NC(=O)CSc1nc(O)c(Cc2ccccc2)c(=O)[nH]1	15	1	-5	8	1	99	-2	-0.2	/	-8
Cc1ccc(C)c(NC(=O)COC(=O)c2cccc(S(=O)(=O)N3CCCC3)c2)c1	2.1	2	-1	-4	-4	98	-3	0.0	4	-4
CCCOc1ccc(N2C(=O)CC(SCCN)C2=O)cc1 (centres undefined)	-2.0	-4	-2	1	-7	94	0	0.0	-1	-4
CCOC(=O)[C@H]1[C@H]2COc3ccc(C)cc3[C@@H]2N2C(=O)c3cc(Br)ccc3NC(=O)[C@@]12C	-0.6	-2	1	5	20	97	3	0.1	1	-5
O/N=C(\c1ccccc1)C(O)c1ccccc1 (centres undefined)	-0.3	2	1	-9	1	93	5	0.0	-8	-5
CCNC(=O)Cc1ccc(S(=O)(=O)N2CCOCC2)s1	-2.2	0	-16	3	2	96	2	0.3	5	-4
O=C(CCNS(=O)(=O)c1ccccc1F)N1CCN(S(=O)(=O)c2cccc(F)c2)CC1	1.2	-3	2	-2	1	100	-1	0.0	-1	-6
NC(=O)c1nsc(C(=O)N(c2ccc(F)cc2)C(C(=O)NC2CCCC2)c2ccncc2)c1N (centres undefined)	0.1	1	-1	2	3	101	-3	0.0	-4	-4
Cc1cc(NC(=O)c2cncc(Br)c2)n(-c2ccccn2)n1	-0.4	3	-4	2	24	90	0	0.0	-4	/
COc1ccc(Cl)cc1NC(=O)C12CCC(C)(C(=O)O1)C2(C)C (centres undefined)	-2.0	2	1	1	13	86	-4	0.1	2	-9
Cc1ccc(CNC(=O)C2CCN(S(=O)(=O)c3c(C)noc3/C=C/N(C)C)CC2)cc1	-0.1	-1	1	9	-6	98	6	0.0	-1	-5
O=C(c1ccc(N2C(=O)C3C4CC(C(Br)C4Br)C3C2=O)cc1)N1CCCCC1 (centres undefined)	-0.5	-1	-1	10	2	95	7	-0.3	-2	-7
Cc1cnc(NC(=O)CC2CCCC2)s1	-0.2	-1	-1	0	-6	98	6	0.8	-7	-4
COc1ccc(OC)c(C(O)c2ncc(-c3ccccc3Cl)[nH]2)c1 (centres undefined)	2.7	2	-2	-1	4	96	0	0.0	0	-2
CCCCNC(=O)c1cc(C)no1	-1.5	0	-10	-2	10	96	0	0.0	-12	-15
CN(Cc1ccccc1)S(=O)(=O)c1ccc(NS(C)(=O)=O)cc1	-1.1	2	0	8	11	102	0	0.0	-9	-5
COc1cccc(-c2nn(-c3ccc(C)cc3)cc2C(=O)N(C)CC(=O)Nc2cccc(F)c2)c1	0.0	1	-3	6	2	98	-4	0.0	-3	-5
COc1cc(C(=O)NC2CCCc3ccccc32)cc(OC)c1OC (centres undefined)	-0.6	9	-5	-8	-4	94	5	0.0	-10	-4
O=C(Nc1ccccc1Cl)NN1CCCCCC1	-0.4	1	-3	3	-4	95	8	-0.1	-4	-17
C=Cn1cc[n+](CC(=O)c2ccc(Br)cc2)c1	0.1	-4	12	17	-1	112	2	0.0	0	-19
CCC(C)NS(=O)(=O)c1ccc(S(=O)(=O)N(CC(=O)Nc2ccccc2)CC2CCCO2)cc1 (centres undefined)	-0.7	-1	-2	-8	-3	103	-4	0.0	12	-6
COCCNC(=O)C1(C)CCCN(Cc2ccccc2N(C)C)C1 (centres undefined)	0.4	3	23	-2	0	98	2	-0.2	11	-5
CCOC(=O)C1(Cc2cccc(OC)c2)CCN(C2CCOCC2)CC1	-1.2	0	1	5	6	90	2	-0.1	-7	-3
CC(C)[C@@H](CO)NS(=O)(=O)c1ccc(Br)cc1F	-0.1	1	-4	-8	11	98	6	-0.1	/	-4
C[C@@H]1CN([C@@H](C)CO)C(=O)CCCn2nncc2CO[C@H]1CN(C)S(=O)(=O)c1ccccc1	7.5	1	0	9	-3	99	-4	0.1	0	-6
O=C1CCC(/C=C/c2ccccc2)=NN1Cc1ccccc1Cl	0.5	-1	10	-4	-4	96	5	0.0	/	1
Cc1cc(=O)oc2cc(OCC3CC(c4ccc(Br)cc4)=NO3)ccc12 (centres undefined)	7.0	0	3	-3	-6	95	4	0.2	4	-6
COC(=O)c1c(SCc2ccc(C#N)cc2)nc(=O)[nH]c1C	-1.9	-2	8	-10	13	100	1	0.1	7	-9
CCCCC(=O)Nc1ccc2c(c1)nc(CN1CCN(C(=O)OCC)CC1)n2C	1.2	2	2	-1	-1	96	-2	0.0	-18	-4
OCCCNC(c1ccccc1)c1ccc(O)cc1 (centres undefined)	4.3	0	-1	-5	2	100	1	0.2	-2	-5
Cc1ccc(S(=O)(=O)NC(C)c2ccccc2)cc1[N+](=O)[O-] (centres undefined)	-0.2	1	-5	-3	-7	99	-4	-0.1	8	-19
COc1ccc(-n2c(Cc3cccs3)nnc2SCC(=O)Nc2ccc3c(c2)OCCO3)cc1	-2.5	-3	2	-2	3	92	-4	0.6	-5	-5
Cc1ccsc1C(=O)OCC(=O)N1CCc2ccccc2C1	0.7	-8	-4	5	-7	102	-1	1.3	-4	-12
CC(C)(C)c1ccc(C(=O)N/C(=C\c2cccs2)C(=O)NCc2ccco2)cc1	7.3	0	0	0	3	97	-1	0.1	2	-6
CCN1CCN(c2ccc(S(=O)(=O)N3CCOCC3)cc2NC(=O)CC(C)C)CC1	-0.5	1	7	-63	8	93	13	-0.3	-2	-3
CSc1cccc(N2CC(C(=O)Nc3ccccc3N3CCCC3)CC2=O)c1 (centres undefined)	-0.5	5	-2	-1	-7	101	1	0.3	-3	-6
Cc1ccc(N(CC(=O)NC2CCCCC2C)S(=O)(=O)c2c(C)noc2C)cc1 (centres undefined)	0.0	1	6	4	1	96	0	0.5	5	-17
CCC(NS(=O)(=O)c1ccc(OC)cc1)C(=O)NCCc1ccccc1 (centres undefined)	1.4	0	4	0	4	101	1	0.0	2	-14
CCCC(=O)N1CCC1(C)C(=O)NS(=O)(=O)c1ccc(C(C)(C)C)cc1 (centres undefined)	0.7	-1	4	-3	-2	99	1	-0.2	-3	-11
COc1cccc(N2CCN(CC(=O)Nc3ccnn3C3CCCC3)CC2)c1	-0.4	-2	-2	0	-8	91	0	0.4	-10	-4
COc1ccccc1NS(=O)(=O)c1cc(C(=O)NCc2ccco2)ccc1C	-1.6	-4	1	1	1	101	0	0.0	-10	-6
COc1ccc(CN(C(=O)c2oc3ccccc3c2C)C2CCS(=O)(=O)C2)cc1OC (centres undefined)	3.2	1	-2	11	24	183	7	0.6	/	-2
CCc1nn(-c2cc(Oc3cccc4ccccc34)nc(-c3ccccc3)n2)c(N)c1C#N	7.2	-7	6	12	7	105	-7	0.0	53*	/
Cc1ccc(NC2=C(Cl)C(=O)OC2OC(=O)c2ccco2)c(C)c1 (centres undefined)	-1.2	6	0	-2	3	99	-3	0.8	1	-5
O=C(Nc1ccnc(=O)[nH]1)c1sc2ccccc2c1Cl	0.1	2	-2	-2	-3	101	1	0.1	-15	-2
CCCOC(=O)CSc1nc(N2CCOCC2)c2c(c1C#N)CC(C)(C)OC2	-0.5	2	7	5	6	92	0	0.0	-1	-2
Cn1ncc(Br)c1C(=O)N1CCCC1	0.2	3	-2	-7	-1	98	1	-0.3	-11	/

Full records from above. Order of screens: hiPSC survival, Glyco luc inh, Exocytosis inh, PDI inh, Cardio protect, ABCB6 inh MLPCN, HTR2A ag, aDG glyco up, Vif imaging, CaV13 FRET inh
CC(C)(C)c1ccc(C(=O)N/C(=C\c2cccs2)C(=O)NCc2ccco2)cc1 is listed as 7.3, 0, 0, 0, 3, 97, -1, 0.1, 2, -6
CCC(NS(=O)(=O)c1ccc(OC)cc1)C(=O)NCCc1ccccc1 (centres undefined) is listed as 1.4, 0, 4, 0, 4, 101, 1, 0.0, 2, -14

The list continues:
SMILES	hiPSC survival	Glyco luc inh	Exocytosis inh	PDI inh	Cardio protect	ABCB6 inh MLPCN	HTR2A ag	aDG glyco up	Vif imaging	CaV13 FRET inh
COC(=O)c1ccc2nc(-c3ccco3)c(Cc3ccc(C)cc3)n2c1	0.8	-1	34	/	6	102	-7	0.6	/	-6
CCOC(=O)CN1N=C(c2ccc(Cl)s2)CSC1=O	-1.0	1	-2	-1	6	97	-2	0.4	16	-3
COc1ccc(-c2cc(C(=O)Nc3sc4c(c3C#N)CCCC4)c3ccccc3n2)cc1OC	-2.9	-1	-3	-15	6	100	1	0.4	-6	/
COc1ccc(NC(=O)CSc2nnc(C3CC3)n2-c2ccccc2)cc1	-0.5	-1	-2	-5	4	95	4	-0.1	/	-10
NS(=O)(=O)c1ccc(CCNC(=O)CN2CCN(S(=O)(=O)c3ccccc3F)CC2)cc1	-2.3	1	-4	0	-2	101	0	-0.2	34	-5
O=C(Cn1cnc2ccccc2c1=O)Nc1ccccc1N1CCOCC1	-0.6	1	4	4	11	98	2	-0.3	15	6
CCOC(=O)c1c(NC(=O)c2cccnc2)sc(C(C)=O)c1C	-1.4	2	-6	-8	18	102	1	-0.1	-2	-18
Cc1cc(NC(=O)c2cc(-c3cccs3)on2)nn1Cc1ccc(Cl)cc1	0.1	5	-4	5	-9	101	3	0.0	-3	-5
